Screening results from PubChem.
E-sel TNF inh: blocks E-selectin expression induced by TNF alpha; actives 0.71% (n = 120,000); AID 1246; inhibition, % at 2 µM; HUVEC TNFa-induced E-selectin immunofluorescence, high content;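 active = inhibition above the batch mean plus 3 SD, and confirmed as a hit on visual image review, cut at about 43% in these data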;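 note: 0% = TNF-stimulated DMSO wells and 100% = unstimulated control wells; not every result past the cut was called active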
NPY-Y2 antag: blocks the human neuropeptide Y Y2 receptor; P49146; NPY-Y2 expressing cells, antagonist mode; inhibition, % at 2.7 µM; actives 0.99% (n = 140,000); AID 793; in the data active = inhibition above about 17%;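 note: 0% = vehicle with agonist challenge and 100% = reference antagonist with challenge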
Target sequence (P49146 whole entry, looked up): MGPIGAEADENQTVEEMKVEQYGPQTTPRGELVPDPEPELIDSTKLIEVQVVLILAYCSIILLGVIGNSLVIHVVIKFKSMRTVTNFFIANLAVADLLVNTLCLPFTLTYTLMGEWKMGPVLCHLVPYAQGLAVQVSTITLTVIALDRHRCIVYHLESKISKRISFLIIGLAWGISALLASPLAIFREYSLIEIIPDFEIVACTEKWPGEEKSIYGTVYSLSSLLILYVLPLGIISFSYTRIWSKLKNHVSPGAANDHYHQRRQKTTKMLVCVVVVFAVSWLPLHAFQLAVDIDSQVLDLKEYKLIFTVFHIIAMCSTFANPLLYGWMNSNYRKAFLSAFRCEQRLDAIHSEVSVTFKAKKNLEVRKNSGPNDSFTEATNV
GALR2 antag: antagonists of human galanin receptor 2 (GALR2); AID 828; inhibition, % at 4 µM; actives 0.39% (n = 140,000); GALR2-expressing cells, antagonist mode; O43603; in the data active = inhibition above about 27%;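 note: cells stimulated with galanin 1-16 at roughly its EC80; 0% = agonist challenge control and 100% = basal control without agonist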
Target sequence (O43603 whole entry, looked up): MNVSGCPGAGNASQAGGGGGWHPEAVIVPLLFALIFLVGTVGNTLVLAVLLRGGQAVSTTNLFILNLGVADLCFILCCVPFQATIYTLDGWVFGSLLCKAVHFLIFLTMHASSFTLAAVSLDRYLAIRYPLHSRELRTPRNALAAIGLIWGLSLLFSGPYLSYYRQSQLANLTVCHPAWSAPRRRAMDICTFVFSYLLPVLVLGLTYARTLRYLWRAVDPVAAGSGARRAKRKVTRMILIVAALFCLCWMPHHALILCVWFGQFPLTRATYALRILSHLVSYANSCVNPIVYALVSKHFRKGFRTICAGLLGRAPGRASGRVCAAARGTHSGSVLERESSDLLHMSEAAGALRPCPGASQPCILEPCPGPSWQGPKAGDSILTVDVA
Yeast lifespan up: yeast lifespan extension; S. cerevisiae growth with nicotinamide, OD615; deaD strain in restrictive glucose medium; inhibition of the nicotinamide effect, % at 10 µM; actives 0.68% (n = 130,000); AID 775;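 active = inhibition above a set limit, placed 3 SD over the median of all compounds, cut at about 26% in these data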;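 note: 0% = nicotinamide-treated wells and 100% = cells grown without nicotinamide; some compounds called inactive have numbers as strong as hits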
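Material: Modified budding yeast, DeaD strain | Medium: Restrictive glucose medium | Probe or stimulus: 1.5 mM nicotinamide | Dosing: Single dose 10 µM compound, 0.25% DMSO | Times: 48 h at 30 °C | Technique: OD615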
MRP1 act: activates MRP-1; H69AR cells + doxorubicin, viability rescue, CellTiter-Glo; viability increase, % at 10 µM; actives 0.61% (n = 140,000); AID 799;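 active = viability gain under doxorubicin at or above a set limit, the compound median plus 3 SD, cut at about 4.7% in these data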;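 note: MRP-1 overexpressing cells given doxorubicin 25 µM after compound pretreatment; 18-22 h compound pretreatment then 72 h with doxorubicin before readout; 0% = doxorubicin-only wells and 100% = vehicle-treated cells without doxorubicin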
PTEN del growth: PTEN-deleted cell growth suppression; HCT116 PTEN-null viability, CellTiter-Glo, 60 h; active compounds read low; viability, % at 10 µM; actives 1.2% (n = 140,000); AID 827;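 active = viability at or below a set limit, 4 SD under the median of all tested compounds, cut at about 3.7% in these data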;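 note: PTEN knockout HCT116 line with beta catenin targeted HCT116 as companion control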
Phagocyt inh: macrophage phagocytosis inhibition; J774A.1 macrophage IgG-bead phagocytosis, imaging; inhibition, % at 5 µM; actives 0.07% (n = 110,000); AID 1029;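 active = inhibition above the mean of the plate negative controls plus 5 SD, cut at about 13% in these data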;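 note: phagocytic index as fraction of beads internalized from green versus red external bead signal; plate controls were DMSO negative control for no effect and cytochalasin-D positive control for full effect; some results beyond the cut were filed as inactive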
Yeast growth inh: reduces growth of yeast BB579 in restrictive medium; inhibition, % at 10 µM; AID 804; S. cerevisiae BB579 growth, OD615, 48 h; actives 0.51% (n = 140,000);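 active = inhibition above a set limit, 3 SD over the mean compound inhibition, cut at about 44% in these data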; note: inactives centre near -24
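Detection: OD615 turbidity measurement; Material: Saccharomyces cerevisiae DeaD strain BB579, replicative lifespan model yeast; Timing: 48 h exposure, 30 °C; Doses: single 10 µM dose; Medium: CSMM-D restrictive synthetic medium containing dextrose (glucose); Controls: amphotericin B at 10 µg/mL as positive control.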
bCat KO growth: beta-catenin-lacking colon tumor cell growth suppression | actives 1.5% (n = 140,000) | HCT116 beta-catenin knockout viability, CellTiter-Glo, 60 h; active compounds read low | viability, % at 10 µM;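 active = viability at or under a set limit, the compound median less 4 SD, cut at about 6% in these data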;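 note: 0% = Hyamine 1622 control at 20 µM and 100% = untreated cell control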
Measles CPE: protection of cells from measles virus; actives 1.5% (n = 140,000); Measles virus-infected cells, CPE protection, absorbance; protection (pct of control), % at 4 µM; in the data active = protection mostly above about 24%, no sharp cut-off; inactive = mostly below about 26%; note: some compounds called inactive have numbers as strong as hits
Numbers without * were called inactive; · = no result given.

The line under a structure holds: E-sel TNF inh, NPY-Y2 antag, GALR2 antag, Yeast lifespan up, MRP1 act, PTEN del growth, Phagocyt inh, Yeast growth inh, bCat KO growth, Measles CPE
1) CC1CCc2c(c3ccccc3[nH]c2=O)O1 (configuration not stated)
 : -3, 2, -15, -18, -1.0, 97, 3, -10, 104, 26
2) Cc1cc(C(=O)N/N=C2\CC(=O)CC(C)(C)C2)c2ccccc2n1
 : 13, 2, -6, 2, -2.9, 92, -3, -28, 100, 20
3) Cc1cc(NC(=O)C2C3C(=O)N(CCC(C)C)C(C(=O)NCc4ccccc4)C34C=CC2(C)O4)no1 (configuration not stated)
 : 10, 2, -2, -16, -1.8, 95, 0, -35, 103, 6
4) Cc1ccccc1N(C(=O)Cc1c[nH]c2ccccc12)C(C(=O)NC1CCCCC1)c1ccco1 (configuration not stated)
 : ·, 6, 17, -1, -3.5, 25, -2, -25, 30, 9
5) Cc1c(Nc2cc(N3CCCC(C)C3)c3nonc3c2[N+](=O)[O-])c(=O)n(-c2ccccc2)n1C (configuration not stated)
 : -10, 2, -12, -13, -5.3, 78, 0, -50, 77, 4
6) O=C(N/N=C/c1ccc([N+](=O)[O-])o1)c1ccc(O)cc1
 : ·, 0, 2, 4, -3.2, 5, ·, -41, 3.2*, 13
7) COc1ccc(CC(=O)N2CCN(c3ccc(C4=NNC(=O)CC4C)cc3)CC2)cc1 (configuration not stated)
 : -34, 83*, -4, -17, -2.4, 87, ·, -34, 94, 2
8) O=C(Cc1n[nH]c(=O)c2ccccc12)Nc1ccc(-c2nnc3n2CCCCC3)cc1
 : 14, 0, 1, -4, -1.9, 97, -2, -27, 95, 9
9) CCOC(=O)N1CCN(C(=O)CSCc2nc(-c3ccccc3F)oc2C)CC1
 : ·, 8, 5, -2, -2.2, 89, ·, -34, 93, 10
10) c1ccc2c(c1)[nH]c1c(N3CCC4(CC3)OCCO4)ncnc12
 : 11, 3, 7, -4, -3.6, 53, -1, -48, 52, 5
11) Cc1c(Br)c([N+](=O)[O-])nn1C(C)C(=O)N1CCCc2ccccc21 (configuration not stated)
 : -6, 8, 9, -11, -4.6, 81, -2, -15, 87, 16
12) COc1cc(/C=N/NC(=Nc2ccc(C)cc2)c2nc3ccccc3s2)ccc1O
 : -21, 1, 4, -7, -2.4, 78, 1, -64, 68, 17
13) COc1ccc(S(=O)(=O)NC(CC(=O)O)c2ccco2)cc1 (configuration not stated)
 : -6, -2, -6, 2, -0.1, 95, -1, -22, 86, 2
14) COc1cc(OC)c(OC)cc1CN1CCN(c2ccccc2OC)CC1
 : 15, 5, 3, -4, -0.8, 66, 1, -17, 75, 3
15) C=CCSc1nnc(-c2nnc(SCC=C)n2-c2ccccc2)n1-c1ccccc1
 : 11, 3, 2, -14, -2.5, 74, ·, -14, 75, 0
16) CCCCOCCCNC(=O)CCCOc1ccccc1
 : 6, 9, 5, -4, -2.4, 85, -1, -25, 85, 5
17) Cc1ccccc1N(CC(=O)O)S(C)(=O)=O
 : -17, -3, 19, ·, -2.1, 101, ·, 10, 100, 12
18) Cc1ccc(C(=O)c2cnc3ccccc3c2-c2ccccc2)cc1
 : -6, 6, -14, -27, -2.3, 92, -1, -36, 80, 22
19) Cc1cccc2cc(CN(CC3CCCO3)C(=S)Nc3ccccc3)c(=O)[nH]c12 (configuration not stated)
 : ·, 1, -2, 1, -2.3, 92, -8, 0, 86, 17
20) COC(=O)c1cc(C#N)c(Oc2cccc(C)c2C)nc1C
 : -6, 4, -1, -20, -2.2, 90, 0, 3, 100, 6
21) Cc1ccc(S(=O)(=O)N2CCC(=O)N(C(COCc3ccc(C(F)(F)F)cc3)C(C)C)CC2)cc1 (configuration not stated)
 : -9, 3, 9, 12, -3.8, 30, ·, -42, 24, 2
22) CC(NC(=O)CSc1nc2c(cc1C#N)CN(C)CC2)c1ccccc1 (configuration not stated)
 : ·, -2, -1, -22, -4.5, 85, 0, -16, 73, 49*
23) O=C1c2ccccc2N2C(=O)c3ccccc3C2N1O (configuration not stated)
 : ·, 0, -9, 39*, -0.1, 106, 1, -33, 96, 7
24) Cc1cccc(Cn2c(N(C)Cc3ccccc3)nc3c2c(=O)[nH]c(=O)n3C)c1
 : 1, 4, -20, -17, -0.6, 76, -2, -18, 82, 12
25) CCOC(=O)CSc1nc(C)c(C(C)=O)cc1C#N
 : 6, 2, 1, -10, -0.4, 82, 1, -44, 92, 25
26) Cc1ccc(Cc2cnc(N3C(=N)SC(c4ccccc4)C3=O)s2)cc1 (configuration not stated)
 : ·, 12, -6, 2, -3.1, 27, -2, -35, 43, 10
27) COc1ccc(COC(=O)N/N=C(\C)CC(=O)Nc2ccc(Cl)cc2)cc1
 : ·, 1, 6, -4, 0.6, 98, -6, -29, 98, 4
28) CC1(C)CC(=O)C(/C=N/n2c(C(F)(F)F)nc3ccccc3c2=O)=C(O)C1
 : 5, 5, 9, 10, -0.1, 105, -1, 24, 100, 9
29) Nc1ccc2nn(-c3cccc4ccccc34)nc2c1
 : 9, -2, 10, -20, -5.5, 77, ·, -4, 65, 6
30) Cc1nn(Cc2ccccc2)c(C)c1NC(=O)CCCn1nc([N+](=O)[O-])c(Cl)c1C
 : -1, 0, -9, -3, -2.2, 88, -11, -46, 84, 9
31) CCC(C)(C)n1nnnc1C(c1cc2ccc(OC)cc2[nH]c1=O)N1CCc2ccccc21 (configuration not stated)
 : 41, -1, 5, -21, -3.9, 41, -1, -67, 41, 5
32) Cn1c(Cc2cccs2)nnc1SCC(=O)N1CCCc2ccccc21
 : -7, 3, -7, -16, 1.2, 104, -1, 5, 102, 10
33) COc1ccc(NC2CS(=O)(=O)CC2NCc2ccccc2)cc1 (configuration not stated)
 : ·, -2, -3, ·, -0.9, 94, ·, -16, 82, 12
34) CC(C)(C)n1nc2c(c1NC(=O)c1ccccc1F)CS(=O)C2 (configuration not stated)
 : -5, 1, 8, -4, -2.2, 99, 0, -41, 87, 12
35) COc1ccccc1N1CCN(C(=O)C2CCN(S(=O)(=O)c3ccc(F)cc3)CC2)CC1
 : ·, ·, ·, ·, -0.4, 65, 0, -29, 63, 13
36) O=C(CN1C(=O)CSc2ccccc21)NC1CCCC1
 : ·, 3, -12, 0, -0.9, 99, 0, -38, 97, 10
37) CC1(C)NC(=O)N(CC(O)CN2CCCC2)C1=O (configuration not stated)
 : -20, 0, -4, -2, -1.0, 104, 2, -24, 96, 13
38) N#CC1=C2SCC(O)(c3ccccc3)N2C(=O)CC1c1ccccc1F (configuration not stated)
 : 9, 6, -1, 2, -2.6, 26, 2, -77, 27, 6
39) CCc1ccc(NC(=O)CSC2=C(C#N)C(c3ccco3)C3=C(CCCC3=O)N2)cc1 (configuration not stated)
 : ·, 0, 5, -9, -0.8, 79, 0, -34, 78, 3
40) NS(=O)(=O)c1ccc(N/C=C/C(=O)c2ccc(Br)cc2)cc1
 : ·, 0, -2, 2, -5.1, 71, 12, -31, 76, 5

Down the list, as entered above:
Nos. 31 to 38 in bCat KO growth read 41, 102, 82, 87, 63, 97, 96, 27

Next entries:
The line under a structure holds: E-sel TNF inh, NPY-Y2 antag, GALR2 antag, Yeast lifespan up, MRP1 act, PTEN del growth, Phagocyt inh, Yeast growth inh, bCat KO growth, Measles CPE
41) CCOc1ccccc1C(=O)N(Cc1cccs1)C1CCS(=O)(=O)C1 (configuration not stated)
 : ·, -1, 8, -4, -3.4, 96, 0, -5, 102, 5
42) CC(=O)c1sc(NC(=O)c2cc(-c3ccccc3)nn2-c2ccccc2)nc1C
 : ·, 2, -4, 1, 0.6, 49, -11, -27, 40, 7
43) CCN(Cc1ccncc1)C(=S)Nc1c(C)cccc1C
 : ·, 2, 4, 2, -0.5, 94, -8, -49, 92, 13
44) CNc1nc(Sc2ccccc2)cc(C(F)(F)F)n1
 : 27, 0, 0, -23, -3.7, 81, ·, -46, 88, 7
45) COc1ccc(-c2ccc(NCCC3=CCCCC3)nn2)cc1OC
 : ·, 2, -1, -5, -2.5, 83, 1, 7, 97, 16
46) Cc1c(Cl)ccc2c1NC(=O)[C@]21N[C@@H](CCC(N)=O)[C@H]2C(=O)N(c3ccc(F)cc3)C(=O)[C@H]21
 : 19, 2, 1, -10, -1.2, 98, 0, -41, 94, ·
47) Cc1ccsc1/C=N/NC(=O)C1CC(=O)N(c2ccccc2)C1 (configuration not stated)
 : ·, 1, 5, 0, -1.2, 93, -12, -29, 94, 14
48) O=C(Cc1ccccc1)Nn1c(-c2ccccc2)nc2ccccc2c1=O
 : 19, 0, -5, 6, -0.4, 102, ·, -1, 100, 4
49) Cc1ccc(C(=O)N2CCN(C(=O)CN3CCOCC3)C2)cc1
 : -11, 0, 11, -14, 1.1, 92, -2, 2, 94, 7
50) CCOC(=O)c1snc(C(=O)NC2CCCCC2)c1N
 : -47, 6, 17, -8, 1.2, 95, 0, 2, 101, ·
51) Cc1cc(SCc2ccccc2)nc(=O)[nH]1
 : ·, 1, -1, -3, -0.6, 96, -1, -18, 97, 9
52) COc1ccc(Nc2nc(C)cc(C)c2C(N)=O)cc1
 : 10, 0, -3, -13, -1.1, 82, -1, -17, 90, 9
53) CS(=O)(=O)Nc1ccc(C(=O)NCc2ccc3c(c2)OCO3)cc1
 : 5, 3, 3, -4, 0.6, 98, -2, -2, 98, 14
54) COc1cc(OC)cc(C(=O)NC(=S)N2CCN(c3ccc(C(F)(F)F)cc3[N+](=O)[O-])CC2)c1
 : -74, 2, 5, -13, -1.3, 42, 0, -19, 50, 8
55) CSc1nc(-c2ccccc2)nc(SC)c1C(C)=O
 : -38, 11, -4, -6, -2.8, 68, 7, -32, 69, 9
56) COc1ccc(N(C(=O)c2ccc(S(=O)(=O)N3CCOCC3)cc2)C2C=CS(=O)(=O)C2)cc1 (configuration not stated)
 : 1, -2, 6, -17, -1.5, 90, 2, -23, 104, 18

Given with tabs: part of the list above.
nr	SMILES	E-sel TNF inh	NPY-Y2 antag	GALR2 antag	Yeast lifespan up	MRP1 act	PTEN del growth	Phagocyt inh	Yeast growth inh	bCat KO growth	Measles CPE
51	Cc1cc(SCc2ccccc2)nc(=O)[nH]1	·	1	-1	-3	-0.6	96	-1	-18	97	9
52	COc1ccc(Nc2nc(C)cc(C)c2C(N)=O)cc1	10	0	-3	-13	-1.1	82	-1	-17	90	9
